Chronic BCR inh: qHTS Assay to Find Inhibitors of Chronic Active B-Cell Receptor Signaling | hit rate 0.05% among 340,000 | ABC-DLBCL IkBa-CBG/CBR reporter, luminescence ratio, 4 h | Potency, µM (top dose mostly 46.1 µM), for the others: at the top dose ratio change, negative = lower green/red ratio, actives largely listed as inhibitors; active = well fitted inhibition curve with a large enough effect in the signal ratio, with a control signal flat, not every such curve was filed as active; inconclusive = small, poorly fitted or top-dose-only effect, or effect the other way, or a change in a side signal; the % refers to the signal ratio;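 also: potency is read from the fitted curve at half-maximal effect; plate controls were basal doxycycline-induced cells for no effect and cells given 10 µM MG132 for full effect; MG132 reads +100%, hits lower the ratio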
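Cell line TMD8 (human ABC DLBCL), stably expressing tet-inducible CBG68-IkBa fusion and CBR; IMDM/0.5% FBS; cpd up to 46 uM; dox induction, 4 h, 37C/5% CO2; dual luminescence; green/red ratio; MG132 control.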
TSHR antag: Antagonists of the Thyroid Stimulating Hormone Receptor: HTS campaign | TSHR-expressing cells, TSH-stimulated cAMP HTRF, 2 h; hits give low values | Thyrotropin receptor (Homo sapiens), P16473 | activity change, negative = inhibition, % at 11.5 µM | hit rate 0.2% among 330,000;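 active = activity change below a set negative limit, meaning inhibition stronger than a set level, cut at about -70% in these data; inconclusive = activity change between two set negative limits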; also: % is scaled to controls: 0 for no effect and ±100 for the full control effect
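Competitive HTRF cAMP read-out (cryptate anti-cAMP antibody, cAMP-d2; 30 min, room temperature) in freshly harvested TSHR cells. Compounds added before TSH at EC80 (4nM final), followed by 2 hours' incubation at 37 deg C.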
S-ASM inh: Inhibitors of Secretory Acid Sphingomyelinase (S-ASM): qHTS | placental ASM, HMU-PC fluorogenic substrate, 60 min | AID 504937, 2011 | Potency, µM (highest dose often 57.5 µM), inactives show at the highest dose activity change, negative = inhibition, actives largely listed as inhibitors | hit rate 0.006% among 340,000; also: potency is read from the fitted curve at half-maximal effect
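qHTS format. ASM enzyme prepared from human placenta hydrolyses the fluorogenic substrate HMU-PC0 (9 uM final) over 60 min at 37 °C after a 10 min compound preincubation.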
AT treatment: qHTS Assay for Identifying a Potential Treatment of Ataxia-Telangiectasia. hit rate 0.19% among 320,000. AID 485349, 2010. […] A-T fibroblasts, KAP-1 phosphorylation AlphaLISA; neocarzinostatin DNA damage 30 min before lysis. Potency, µM (top dose mostly 57.5 µM), inactives show top-dose activation, usual class: activators; also: potency is read from the fitted curve at half-maximal effect; % of control where 0% means no effect; nearly all actives have a fitted effect of over 45% in size
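ATM-like activity read as KAP-1 phosphorylation via AlphaLISA donor/acceptor antibody pairs after lysis and 6 hr at 25C. Cells were ATM-null patient fibroblasts ([…], hTERT), dosed 60 min, then exposed to the DSB inducer NCS for 30 min.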
Mito fusion yeast: qHTS Assay for Small Molecule Inhibitors of Mitochondrial Division or Activators of Mitochondrial Fusion; hit rate 0.23% among 320,000; Potency, µM (series often up to 46.1 µM), inactives show at the top dose growth rescue (activation), actives largely listed as activators; S. cerevisiae fusion-defective mutant growth rescue, CellTiterGlo 48 h;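 also: potency is read from the fitted curve at half-maximal effect; % of control where 0% means no effect; nearly all actives have a fitted effect of over 45% in size; temperature-sensitive fusion mutants such as fzo1-1 at 37 °C on non-fermentable ethanol glycerol medium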
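Read-out: ATP-based luminescence (CellTiterGlo, 10 min ambient) reporting growth of fusion-defective ts yeast after 48 hours at 37C on glycerol/ethanol YPEG medium in the presence of compound.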
Tb PFK inh: qHTS Assay to Find Inhibitors of T. brucei phosphofructokinase; T. brucei PFK, ADP-Glo luminescence; hit rate 0.17% among 330,000; ATP-dependent 6-phosphofructokinase (Trypanosoma brucei brucei), O15648; Potency, µM (titrated, usually from 57.5 µM), inactives show at the top dose activity, negative = inhibition, actives largely listed as inhibitors; AID 485367, 2010;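 also: potency is read from the fitted curve at half-maximal effect; 0% = uninhibited 1x PFK enzyme wells and -100% = no-enzyme wells; nearly all actives have a fitted effect of over 60% in size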
Target sequence (O15648 whole entry, looked up): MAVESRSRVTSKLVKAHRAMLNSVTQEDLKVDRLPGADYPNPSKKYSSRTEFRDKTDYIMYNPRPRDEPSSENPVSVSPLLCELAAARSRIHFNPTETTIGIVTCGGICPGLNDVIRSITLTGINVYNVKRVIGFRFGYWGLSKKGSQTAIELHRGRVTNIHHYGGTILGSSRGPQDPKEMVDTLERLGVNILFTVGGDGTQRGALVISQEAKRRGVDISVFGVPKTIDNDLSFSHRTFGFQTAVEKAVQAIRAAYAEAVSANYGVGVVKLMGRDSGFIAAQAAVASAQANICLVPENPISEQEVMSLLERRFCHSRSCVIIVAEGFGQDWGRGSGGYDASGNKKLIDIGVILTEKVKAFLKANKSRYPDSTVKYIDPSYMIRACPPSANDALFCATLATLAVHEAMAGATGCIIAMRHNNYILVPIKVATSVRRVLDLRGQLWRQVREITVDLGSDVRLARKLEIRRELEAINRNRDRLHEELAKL
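PFK 1.25 nM, F6P 0.5 mM, ATP 0.1 mM, 0.1 M TEA pH 8.0, 5 mM MgCl2, 0.01% Tween20, 0.1% BSA; 45 min RT. ADP-Glo readout. qHTS titration up to 57 uM; curves fitted, compounds curve-classed.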
PTAP TSG101 blk: qHTS Assay for Iinhibitors of HIV-1 Budding by Blocking the Interaction of PTAP/TSG101; Tumor susceptibility gene 101 protein (Homo sapiens), Q99816; Fluorescence polarization, FITC-PTAP peptide / Tsg101 binding; Potency, µM (highest dose often 115 µM), without a hit: at the highest dose activity change, negative = inhibition, actives largely listed as inhibitors; 340,000 tested, under 10 active; AID 493005, 2010; active = well fitted inhibition curve with a large enough effect in the main read-out, with a control signal flat, not every such curve was filed as active; inconclusive = small, poorly fitted or top-dose-only effect, or effect the other way, or a change in a side signal; inactive = no such curve, though single readings can be large or run the other way; also: potency is read from the fitted curve at half-maximal effect; % of control where 0% means no effect
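Fluorescence anisotropy tracks displacement of a FITC-tagged PTAP peptide (50 nM) from the Tsg101 binding domain (10 uM), following a 20 min room-temperature incubation at pH 7.5.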
TCR act: Activators of T cell receptors: qHTS campaign; primary human leukocytes, anti-CD3, IL-2 HTRF, 48 h; Potency, µM (series often up to 9.22 µM), for inactives: at the top dose activation of IL-2 secretion, most hits filed as activators; 330,000 tested, under 10 active; AID 504894, 2011; also: % of control where 0% means no effect
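48 hr co-incubation of compounds, a-CD3 beads and primary human leukocytes; IL-2 quantified homogeneously by HTRF with anti-IL-2 K and d2 conjugates.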
Eya2 inh: qHTS Assay for Inhibitors of the Phosphatase Activity of Eya2. Protein phosphatase EYA2 (Homo sapiens), O00167. recombinant Eya2, OMFP fluorescence dephosphorylation (OMFP is methylfluorescein phosphate). Potency, µM (doses to about 76.9 µM), inactives show at the top dose activity, negative = inhibition, most hits filed as inhibitors. hit rate 0.006% among 330,000. AID 488837, 2010; also: potency is read from the fitted curve at half-maximal effect; % is scaled to controls: 0 for no effect and ±100 for the full control effect
Target sequence (O00167 whole entry, looked up): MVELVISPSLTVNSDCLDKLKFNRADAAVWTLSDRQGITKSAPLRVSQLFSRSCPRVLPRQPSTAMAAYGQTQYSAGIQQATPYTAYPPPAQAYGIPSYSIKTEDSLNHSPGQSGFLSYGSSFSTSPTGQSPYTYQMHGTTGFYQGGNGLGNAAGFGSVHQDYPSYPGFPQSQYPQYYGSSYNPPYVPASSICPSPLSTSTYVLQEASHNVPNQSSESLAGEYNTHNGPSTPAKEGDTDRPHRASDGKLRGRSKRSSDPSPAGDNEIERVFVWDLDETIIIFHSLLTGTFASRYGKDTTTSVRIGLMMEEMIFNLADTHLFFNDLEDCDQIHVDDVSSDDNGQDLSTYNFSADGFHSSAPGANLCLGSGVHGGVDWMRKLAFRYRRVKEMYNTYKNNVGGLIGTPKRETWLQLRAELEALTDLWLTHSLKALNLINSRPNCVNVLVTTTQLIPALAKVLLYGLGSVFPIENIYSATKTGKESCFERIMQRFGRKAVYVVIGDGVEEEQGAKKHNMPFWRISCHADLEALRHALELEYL
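Eya2 protein (added as 0.2 uM solution) was preincubated with compound for 10 min at ambient temperature in 50 mM HEPES pH 7.5, 50 mM NaCl, 5 uM MgCl2, 0.05% BSA, 1 mM DTT. OMFP (added at 50 uM) then reacted 10 min; fluorescence read at 485/525 nm.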
ELG1 repair inh: qHTS screen for small molecules that inhibit ELG1-dependent DNA repair in human embryonic kidney (HEK293T) cells expressing luciferase-tagged ELG1; HEK293T ELG1-luciferase reporter, luminescence, 16 h; DNA damage induced by 5-fluorouridine; Potency, µM (top dose mostly 46.1 µM), for inactives: at the top dose activity change, negative = inhibition, most hits filed as inhibitors; hit rate 2.3% among 330,000; also: potency is read from the fitted curve at half-maximal effect; % is scaled to controls: 0 for no effect and ±100 for the full control effect; nearly all actives have a fitted effect of over 55% in size
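DMSO vehicle served as the neutral condition. Each well held 2,000 cells given 5-fluorouridine plus compound; after 16 hr at 37 °C/5% CO2, ONE-Glo was added and luciferase measured 30 min later.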
Integrin act MD: qHTS for Activators of Integrin-Mediated Alleviation for Muscular Dystrophy; alpha7betagal myoblasts, beta-gal FDG fluorescence, 48 h; Potency, µM (highest dose often 38.3 µM), without a hit: top-dose activation, usual class: activators; hit rate 0.064% among 350,000; AID 624291, 2012;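 also: potency is read from the fitted curve at half-maximal effect; 100% = response of the positive control SU9516; nearly all actives have a fitted effect of over 60% in size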
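Alpha7betagal+/- myoblasts (passage 13) were plated 16-24 hr, then exposed to compounds (1:260 dilution of DMSO stock) for 48 hours at 37C. After MPER lysis, β-galactosidase reporter activity was read as FDG fluorescence (ex 480/em 540) after 30 minutes.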
The depositor's hits bear a star; u = inconclusive; x = not tested or not shown; [ ] = dose if it differs, or a comment. Unless noted, calls follow the shape of the dose curve; as a rule, active = well fitted curve in the direction sought with a large enough effect; inconclusive = small, poorly fitted or top-dose-only effect, or another doubt; inactive = no such curve, though single readings can be large; an effect the other way counts as inactive or inconclusive. An unsorted share of the library; 3.2% or so of the library scored in one or more.

cpd	Compound	Chronic BCR inh	TSHR antag	S-ASM inh	AT treatment	Mito fusion yeast	Tb PFK inh	PTAP TSG101 blk	TCR act	Eya2 inh	ELG1 repair inh	Integrin act MD
1	CCOc1c(Br)cc(C(=O)NCCCn2ccnc2)cc1OC	-7.3%	-1.9	-0.4%	-16.7%	-2.4%	1.3%	-7.1%	4.5%	-0.5%	0.1%	20.2%
2	CC(NCC(=O)Nc1cc(S(=O)(=O)N2CCCCCC2)ccc1Cl)c1ccccc1 (stereo not drawn)	-1.3%	6.7	-0.2%	-1.4%	-0.1%	-0.5%	-5.3%	-5.9%	-18.0%	u	-55.5%[inhibitor]
3	COC(=O)CC1C(=O)NCCN1C(=O)OC(C)(C)C (stereo not drawn)	-1.7%	-2.8	3.1%	1.1%	4.5%	0.5%	-1.6%	3.6%	0.7%	13.9%	4.5%
4	CC(C)CC(NC(N)=O)C(=O)OCC(=O)N(Cc1ccccc1)Cc1ccccc1 (stereo not drawn)	1.2%	-2.1	-2.0%	1.4%	-3.8%	-5.7%	0.0%	-36.2%	-18.2%	18.5%	1.9%
5	CCOc1cccc(N(C(=O)Cc2cccs2)C(C(=O)NC2CCCCC2)c2cccn2C)c1 (stereo not drawn)	-0.9%	11.4	-2.3%	1.9%	-3.7%	-16.1%	-2.2%	-6.1%[46.1 µM]	-24.4%	u	14.1%
6	Cc1ccc(S(=O)(=O)N/N=C2\C(=O)C3(C)CCC2C3(C)C)cc1 (stereo not drawn)	4.5%	-10.0	3.0%	2.1%	-2.0%	1.3%	-0.6%	-1.8%	-2.9%	6.4%	34.0%
7	COc1ccc2c(C)c(CCC(=O)NC3CC3)c(=O)oc2c1	u	8.9	7.7%	-5.8%	-2.8%	-0.7%	-0.3%	1.0%	-6.7%	8.4%	4.4%
8	CCOC(=O)C1CCN(C(=O)c2ccccc2NS(=O)(=O)c2ccc(F)c(F)c2)CC1	2.1%	1.1	0.7%	-0.1%	3.5%	-1.6%	-1.4%	0.4%[46.1 µM]	-2.1%	-1.8%	20.0%
9	O=C(Nc1cc(Sc2ccccn2)cc([N+](=O)[O-])c1)c1ccc([N+](=O)[O-])cc1	-3.9%	-19.6	-17.7%	-2.0%	-1.3%	-3.3%	0.2%	-8.2%	-3.8%	u	-4.8%
10	CCOc1ccc(NS(=O)(=O)c2cc(C(=O)N3CCN(C(C)=O)CC3)ccc2Cl)cc1	-0.2%	-0.3	x	-13.1%	0.8%	-1.9%	0.7%	-1.4%	-7.9%	12.2%	24.0%
11	Oc1ccccc1/C=N/NC(=S)NC1CC2CCC1C2 (stereo not drawn)	u	8.3	245.7%[activator]	0.5%	-2.1%	-1.7%	-1.8%	-0.3%	1.6%	u	-21.9%
12	COC(=O)c1ccc(-c2noc(CN3C[C@H]4CC[C@H]3C4)n2)cc1	-11.7%	-0.3	1.1%	0.6%	5.1%	2.1%	0.0%	4.4%	-11.5%	u	0.0%
13	Cc1ccc(NC(=O)CN(C)C(=O)CCC(=O)N2CCOCC2)cc1	0.1%	-3.5	x	4.2%	-3.9%	1.6%	-2.3%	-2.5%	11.6%	17.6%	0.0%
14	CCn1c(CSc2nncn2-c2ccc(OC)cc2)nc2cc(S(=O)(=O)N(C)C)ccc21	-0.6%	-5.1	5.8%	-10.0%	-2.1%	1.1%	-1.8%	3.9%	-9.4%	-18.8%	4.3%
15	Cc1ccc(-c2n[nH]c(S(C)(=O)=O)c2C#N)cc1	u	-9.5	-1.6%	6.3%	1.6%	4.5%	1.3%	-1.5%	-1.9%	u	13.0%
16	C[C@H](NC(=O)C(c1ccccc1)c1ccccc1)c1ccccc1	u	-0.4	17.4%	-0.5%	0.9%	-16.4%	-5.0%	-6.8%	-3.6%	-19.0%	-2.2%
17	COc1ccccc1CNS(=O)(=O)c1ccc2c(c1)NC(=O)C(C)S2 (stereo not drawn)	3.5%	-1.3	0.8%	-3.2%	8.7%	0.1%	-5.2%	-6.2%	-9.0%	u	-9.4%
18	CC(NCc1nc2ccccc2n1C)C12CC3CC(CC(C3)C1)C2 (stereo not drawn)	-13.7%	-6.9	1.7%	2.2%	-4.9%	2.8%	-0.6%	x	-17.7%	-7.4%	-23.1%
19	CCOC(=O)C1CCN(CC(=O)NC(=O)NC2CCCCC2)CC1	-0.9%	0.7	-5.0%	3.2%	0.3%	-0.3%	-3.0%	x	-5.3%	0.4%	4.4%
20	COc1ccc(S(=O)(=O)N2CCOC2CNC(=O)C(=O)NCCc2ccc(S(N)(=O)=O)cc2)cc1 (stereo not drawn)	u	38.7	5.9%	-22.2%	3.1%	0.0%	-9.7%	9.0%	-3.6%	-12.4%	-0.7%
21	CCn1c(SCC(=O)Nc2ccc(C)cc2)nc2sc3c(c2c1=O)CCN(C)C3	u	3.0	16.8%	-6.7%	-0.3%	-5.1%	-0.9%	4.9%	5.4%	-12.1%	-17.9%
22	S=C(NCc1ccccc1)N1CCN(C(=S)NCc2ccccc2)CC1	0.7%	24.6	-3.5%	-3.3%	1.6%	5.4%	-1.0%	-3.6%	5.2%	u	6.8%
23	O=C1N/C(=C\c2ccccc2)C(O)=C1C=NCc1ccccc1	3.0%	1.2	-2.7%	1.4%	-3.0%	0.1%	-3.4%	-1.9%[46.1 µM]	6.8%	u	2.2%
24	O=C(CN(Cc1ccccc1Cl)C(=O)Cn1nnc(-c2cccs2)n1)NCC1CCCO1 (stereo not drawn)	u	-1.8	2.8%	4.7%	-1.6%	0.7%	-10.5%	1.0%	-1.9%	-17.4%	26.8%
25	O=C(NCCCN1CCOCC1)c1cc(-c2cccc(Br)c2)nc2ccccc12	-2.2%	4.7	-2.4%	9.6%	-9.8%	-9.8%	-5.0%	3.3%	7.5%	-0.1%	0.0%
26	O=C(COc1coc(CN2CCN(c3ccc(F)cc3)CC2)cc1=O)Nc1ccccc1	0.1%	-1.4	-1.8%	-1.6%	-0.6%	-5.2%	-0.9%	5.5%	1.8%	17.9%	6.2%
27	Cc1c(C(=O)O)cccc1-c1ccc(/C=C2/NC(=O)N(c3ccccc3)C2=O)o1	15.4%	-14.7	56.7%	4.1%	-3.4%	-1.7%	-3.2%	-0.9%	-14.7%	u	13.9%
28	C[C@H](CO)N1C[C@H](C)[C@@H](CN(C)S(C)(=O)=O)Oc2c(NC(=O)Nc3ccc(C(F)(F)F)cc3)cccc2C1=O	1.4%	10.4	-25.7%	-2.2%	x	3.2%	-8.9%	1.0%	-15.1%	8.3%	0.0%
29	CC1(CCc2ccccc2)NC(=O)N(CC(=O)O)C1=O (stereo not drawn)	-1.2%	8.2	3.4%	u	3.0%	-1.6%	0.1%	2.2%	-3.6%	6.5%	-15.3%

Just TSHR antag and ELG1 repair inh, for two of the compounds above:
nr	structure	TSHR antag	ELG1 repair inh
17	COc1ccccc1CNS(=O)(=O)c1ccc2c(c1)NC(=O)C(C)S2 (stereo not drawn)	-1.3	u
16	C[C@H](NC(=O)C(c1ccccc1)c1ccccc1)c1ccccc1	-0.4	-19.0%
